FBW7 activator = human FBW7 E3 ligase activation, primary screen | Q969H0 | 650,000 tested, 0.13% active | AlphaScreen FBW7–phospho-cyclin E peptide binding, activator screen | normalized activity (activation), % at 26.1 µM; in the data active = normalized activity above about 1.9%;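 also: purified mutant Fbw7 with reduced substrate affinity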
MITF primary = human MITF inhibition, primary screen. O75030. AlphaScreen MITF homodimerization, bead proximity signal. inhibition, % at 2.6 µM. 650,000 tested, 0.91% active. AID 1259374; in the data active = inhibition above about 50%;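 also: 0% = vehicle wells with protein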
Target sequence (O75030 whole entry, looked up): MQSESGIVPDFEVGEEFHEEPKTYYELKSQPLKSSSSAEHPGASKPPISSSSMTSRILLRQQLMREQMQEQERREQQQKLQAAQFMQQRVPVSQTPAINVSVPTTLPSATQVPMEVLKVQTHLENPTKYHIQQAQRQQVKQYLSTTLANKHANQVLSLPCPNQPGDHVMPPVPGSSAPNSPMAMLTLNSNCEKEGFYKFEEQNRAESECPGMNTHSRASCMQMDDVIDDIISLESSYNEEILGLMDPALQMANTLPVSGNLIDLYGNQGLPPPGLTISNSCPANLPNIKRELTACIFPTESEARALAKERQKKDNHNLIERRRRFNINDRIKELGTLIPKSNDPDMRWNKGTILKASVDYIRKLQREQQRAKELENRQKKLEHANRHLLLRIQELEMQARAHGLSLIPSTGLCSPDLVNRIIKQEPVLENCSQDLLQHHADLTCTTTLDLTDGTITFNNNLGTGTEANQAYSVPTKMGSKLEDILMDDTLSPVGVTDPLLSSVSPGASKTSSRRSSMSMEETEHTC
TEAD-YAP inh = TEAD-YAP interaction inhibition. HEK-TIYL cells, TEAD-Gal4/YAP UAS-luciferase luminescence. 640,000 tested, 1.4% active. AID 1259422. inhibition, % at 9.12 µM; in the data active = inhibition above about 32%;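 also: 0% = median of test compound wells and 100% = reference inhibitor wells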
GPR151 activ = human GPR151 activation; Q8TDV0; PathHunter beta-arrestin GPR151 cells, luminescence; activation, % at 11.2 µM; 650,000 tested, 1% active; AID 1508602; in the data active = activation above about 4.9%;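 also: 0% = median of compound wells and 100% = cells with positive control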
Target sequence (Q8TDV0 whole entry, looked up): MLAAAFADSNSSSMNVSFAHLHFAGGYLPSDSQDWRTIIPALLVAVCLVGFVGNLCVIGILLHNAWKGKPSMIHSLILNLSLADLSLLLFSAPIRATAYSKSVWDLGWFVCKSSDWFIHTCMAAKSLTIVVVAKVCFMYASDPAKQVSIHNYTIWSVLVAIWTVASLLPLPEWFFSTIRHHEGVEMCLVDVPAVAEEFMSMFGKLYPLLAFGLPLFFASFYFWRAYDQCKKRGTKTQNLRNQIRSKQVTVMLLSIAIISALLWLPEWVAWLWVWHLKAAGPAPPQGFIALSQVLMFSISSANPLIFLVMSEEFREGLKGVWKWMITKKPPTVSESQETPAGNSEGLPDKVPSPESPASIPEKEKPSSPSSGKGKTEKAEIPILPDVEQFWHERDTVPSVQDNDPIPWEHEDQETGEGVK
Starred values were filed as active, the others as inactive. Compounds as they come. Share with any hit: about 3.5%.

SMILES	FBW7 activator	MITF primary	TEAD-YAP inh	GPR151 activ
N#Cc1cc(-c2ccnc(Nc3ccc(-n4cnc(N5CCCC(O)C5)n4)cc3)n2)cc(N2CCOCC2)c1 (stereo not given)	0.0	-6	27	0.2
CC(C)/C(N)=N/OC(=O)c1ccc(I)cc1	0.0	-10	-1	-0.2
CCOC(=O)c1cnc2ccc(OCC)cc2c1Nc1ccccc1C(=O)OC	0.8	9	4	-1.3
Cc1cc(C)c(C#N)c(SCc2[nH]nc3c2[C@@H](c2ccccc2[N+](=O)[O-])C(C#N)=C(N)O3)n1	-0.2	10	7	-0.5
COc1ccccc1N1CCN(C2CCCN(S(=O)(=O)c3ccsc3)C2)CC1 (stereo not given)	0.3	12	5	2.9
COc1cccc2c1OCC(NCCc1ccccc1F)C2 (stereo not given)	0.1	16	-3	-0.1
O=C(c1cccnc1)N1CCCc2ccccc21	0.0	-4	13	1.5
CCc1cccc(-n2nnc(-c3nc(-c4ccccc4F)no3)c2N)c1	0.1	8	-5	0.3
CCOC(=O)c1sc(NC(=O)c2sc3ncn(CC)c(=O)c3c2C)nc1C	-0.2	2	8	1.7
CCCOc1ccc(NC(=O)CC2C(=O)N(c3ccc(OC)cc3)C(=S)N2CCCN2CCN(c3cccc(Cl)c3)CC2)cc1 (stereo not given)	-0.1	3	0	0.1
Cc1ccc(S(=O)(=O)N2CCN(c3cc(N)c(C)cc3[N+](=O)[O-])CC2)cc1	-0.2	9	8	-0.3
O=[N+]([O-])c1ccc(N2CCN(S(=O)(=O)c3ccccc3)CC2)c(F)c1	-0.1	2	1	0.5
COC(=O)c1ccccc1NC(=O)NCc1cccnc1	-0.1	-3	12	1.2
COc1ccc(NC2=CC(c3ccccc3)N(c3ccc(OC)cc3)C2=O)cc1 (stereo not given)	0.1	12	7	1.3
COc1ccc(CCNC(=O)c2cc(-c3ccc(O)cc3)on2)cc1OC	0.1	2	2	0.7
COc1cnn(-c2cccc(C(F)(F)F)c2)c(=O)c1Cl	1.0	18	-3	3.6
O=C(Nc1ccc2c(c1)OCO2)N1CCN(C2CCCCC2)CC1	0.0	-1	-16	-0.6
O=c1[nH]c(=O)n(-c2ccccc2Cl)c(O)c1C=Nc1ccc(Cl)cc1	0.0	8	2	2.4
Cc1ccc(C(=O)NCc2nnc(SCC(=O)Nc3ccc(C(C)C)cc3)n2C)cc1	0.2	3	-4	0.4
O=C(Nc1nnc(C2CCCC2)s1)C1CCC1	0.0	-8	-35	0.4
CC/C(C)=N/Nc1ccc(S(=O)(=O)N2CCCC2)cc1[N+](=O)[O-]	-0.2	4	-8	1.0
CCOc1cc(/C=C2/C(=N)N3N=C(CC)SC3=NC2=O)ccc1OCCOc1cccc(C)c1	-0.1	9	9	0.3
Oc1ccccc1Cn1c(-c2ccccc2O)nc2ccccc21	-0.2	-2	7	-0.3
O=C(Nc1ccc(F)cc1F)c1cc(-c2ccc(F)cc2)no1	-0.1	-4	-8	-3.1
COc1ccccc1-n1cc(CN2CCN3C(=O)[C@H]([C@@H](C)O)NC(=O)[C@H]3C2)cn1	-0.1	13	-5	0.6
c1ccc(Cn2cncn2)cc1	-0.2	-4	1	0.2
CCOc1ccc(C(=O)CC(C(=O)O)N2CCCC2)cc1 (stereo not given)	-0.2	3	-1	0.7
Cc1ccc(NC(=O)CCC(=O)N/N=C/c2cc([N+](=O)[O-])ccc2O)cc1	0.0	12	3	-0.2
CN1CCN(C(=O)N2c3ccccc3Sc3ccccc32)CC1	0.5	5	-4	1.9
COc1cc(/C=C/C(=O)N2CCN(c3cccc(Cl)c3)CC2)cc(OC)c1OC	-0.1	-9	-1	2.8
CN(CC(=O)O)c1ncc2c(n1)-c1ccccc1OC2	0.1	6	2	0.0
c1ccc(Oc2cccc(CN3CCOCC3)c2)cc1	-0.1	-3	-8	0.0
Cc1nc(SCC(=O)NC23CC4CC(CC(C4)C2)C3)c2cc(-c3ccccc3)sc2n1	-0.1	-7	3	0.6
Cc1cccc(NC(=O)COc2ccc(Br)c(C)c2)n1	-0.1	-2	-15	1.2
CCN1CCCC1CNC(=O)c1ccc(Sc2ccccc2Cl)c([N+](=O)[O-])c1 (stereo not given)	-0.1	15	7	0.0
O=C(NCCCCCCNC(=O)NCc1ccccn1)NCc1ccccn1	-0.1	-5	26	1.6
COC(=O)CNC(=O)c1nn(-c2ccc(OC)cc2OC)c(=O)c2ccccc12	0.6	6	1	-0.3
CCn1c2cc(C)oc2c2cnn(CC(=O)N3CCC(C(N)=O)CC3)c(=O)c21	-0.1	-2	-20	-0.2
CC(=O)NC(CC(C)C)c1nnc2n1CCN(Cc1cccc(Cl)c1)CC2 (stereo not given)	0.1	2	-23	0.1
CC1CCCN(CCCNS(=O)(=O)c2ccc3c(c2)CCN3C(=O)C2CC2)C1 (stereo not given)	0.2	-4	12	0.8
O=C(NNS(=O)(=O)c1ccc([N+](=O)[O-])cc1)c1ccc(Cl)cc1	0.1	-4	-2	-0.1
O=C1CC(c2ccc(F)cc2)Cc2nc(NC3CCCC3)ncc21 (stereo not given)	0.0	-24	-13	0.6
CCOc1ccc(OCC)c(NC(=O)C(NS(=O)(=O)c2cccs2)C(C)C)c1 (stereo not given)	-0.1	4	-7	0.5
Fc1ccc2nc3c(nc2c1)c1ccccc1n3Cc1cccc(C(F)(F)F)c1	0.5	5	5	-1.7
Cc1nn(C)cc1C(=O)NC(=O)Nc1ccccc1[N+](=O)[O-]	-0.1	-6	-9	-0.5
COc1cc(=O)n2c(c1C(=O)NCc1ccco1)CCN(C(=O)c1ccc(C)c(C)c1)CC2	0.0	15	-6	-0.4
COc1ccc(NC(=O)CSc2nc3n[nH]c(C)c3c(=N)n2-c2ccc(Cl)c(C)c2)c(OC)c1	0.2	-4	4	1.4
CC(=O)NC(Cc1ccccc1)C(=O)NC(C(=O)O)C(C)C (stereo not given)	0.1	17	0	-0.6

3 entries already listed, ordered by molecular weight, ascending.
SMILES	FBW7 activator	MITF primary	TEAD-YAP inh	GPR151 activ
O=C(NNS(=O)(=O)c1ccc([N+](=O)[O-])cc1)c1ccc(Cl)cc1	0.1	-4	-2	-0.1
CCn1c2cc(C)oc2c2cnn(CC(=O)N3CCC(C(N)=O)CC3)c(=O)c21	-0.1	-2	-20	-0.2
COC(=O)CNC(=O)c1nn(-c2ccc(OC)cc2OC)c(=O)c2ccccc12	0.6	6	1	-0.3

Additional results.
SMILES	FBW7 activator	MITF primary	TEAD-YAP inh	GPR151 activ
CCn1c(=O)c2cc(C(=O)Nc3ccc(OC)c(OC)c3)sc2c2ccccc21	-0.2	6	2	0.6
Cc1ccc(NC(=O)CSc2nnc(NC(=O)C3CC3)s2)cc1C	-0.1	6	-2	0.8
O=C(CN1C(=O)[C@@H]2CCCN2C(=O)c2ccccc21)Nc1ccccc1F	-0.1	4	8	-0.5
Cc1cc(C)nc(NC(=O)/C=C/c2ccc(Br)cc2)c1	0.0	14	-21	-0.3
CN(C)Cn1c(O)c(N=NC(=O)c2ccco2)c2ccccc21	0.0	1	-31	-5.1
CCOC(=O)c1c(NC(=O)C(C)(C)C)sc2c1CCC(C(C)(C)C)C2 (stereo not given)	-0.5	-6	2	1.2
COc1cc(/C=N\NC(=O)c2ccccn2)cc(Br)c1O	-0.3	-16	-46	2.4
CCOc1nc(NCCN2CCOCC2)nc(Nc2ccc([N+](=O)[O-])cc2)n1	-0.1	3	21	0.3
NC(C(=O)N1CCC(C(=O)Nc2ccc3[nH]ncc3c2)C1)c1cccc(Br)c1 (stereo not given)	0.0	23	-1	-0.7
Cc1cc(N2C(=O)NC(=O)/C(=C\c3ccc(N(C)C)o3)C2=O)ccc1Br	0.0	19	2	-0.3
CCc1ccc(CN(C)CCc2ccccn2)cc1	0.6	89*	-7	-1.4
CCCCN(C)C(=O)c1nc2ccccn2c1CN1CCN(C)C(c2ccccc2)C1 (stereo not given)	-0.1	-5	3	1.9
Cc1ccc([N+](=O)[O-])cc1NC(=O)c1ccc([N+](=O)[O-])cc1C(=O)O	0.1	-21	-10	-1.2
O=C1c2ccccc2C(=O)N1CCc1ccccc1	0.0	-10	-31	-1.1
COc1ccc(C(=O)NCCc2cn3ccccc3n2)cc1	0.9	0	-8	-1.2
CC(Cl)/C(O)=C(\C#N)c1nc2ccccc2[nH]1 (stereo not given)	-0.1	-2	-6	-1.8
O=C(/C=C/c1ccc(F)cc1)Nc1ccc(N2CCOCC2)cc1	0.1	16	2	4.7
COCC(C)NC(=O)c1cccc(Br)c1 (stereo not given)	0.0	3	-7	-0.5
O=C(CNC(=O)c1ccc(Br)cc1)N/N=C/c1ccc[nH]1	-0.1	-15	-2	0.7
COc1ccccc1CN(Cc1cc2cc(C)ccc2n2nnnc12)C(=O)N1CCOCC1	-0.1	-4	31	1.6
COc1cccc(/C=N/N=C(/c2ccc(Cl)cc2)C23CN4CN(CN(C4)C2)C3)c1	0.0	-6	-1	-0.5
COc1ccc(C2Nc3ccc([N+](=O)[O-])cc3C3C=CCC32)cc1[N+](=O)[O-] (stereo not given)	0.2	27	21	0.7
CC1CCN(c2nc(Cl)nc(N3CCC(C)CC3)n2)CC1	0.5	21	-1	2.1
CC(=O)c1ccc(NC(=O)CN(c2ccc(C)cc2)S(C)(=O)=O)cc1	1.6	23	-17	0.7

Just FBW7 activator, for 2 of the compounds above:
Structure	FBW7 activator
O=C1c2ccccc2C(=O)N1CCc1ccccc1	0.0
COc1ccc(C(=O)NCCc2cn3ccccc3n2)cc1	0.9

Continued:
SMILES	FBW7 activator	MITF primary	TEAD-YAP inh	GPR151 activ
COc1ccc(C2CC(=O)C=C(Nc3ccc(C)cc3)C2)cc1 (stereo not given)	0.0	6	-14	-0.2
NC(=O)CSc1nnc(Cc2c[nH]c3ccccc23)n1Cc1ccccc1	0.8	-2	11	-1.1
COc1ccc(NC(=O)c2ccc(S(=O)(=O)N3CCc4ccccc43)cc2)c([N+](=O)[O-])c1	-0.4	12	14	1.8
O=[N+]([O-])c1ccccc1N1CCN(S(=O)(=O)Cc2ccccc2)CC1	0.0	2	18	-0.5
Cc1cccc(NC(=O)c2ccccc2Nc2ccc(S(=O)(=O)C(F)(F)F)cc2[N+](=O)[O-])c1	0.1	-18	2	-1.2
Cc1ccc(O)c(C2=Nc3ccccc3N=C(c3ccc([N+](=O)[O-])cc3)C2)c1	0.0	13	-32	0.4
COc1ccc(Cl)cc1/C=C/c1[nH]c(=O)[nH]c(=O)c1[N+](=O)[O-]	-0.1	-19	5	7.3*
CCOC(=O)c1c(NC(=O)C(C)Sc2nnc(N)s2)sc2c1CCC(C)C2 (stereo not given)	0.0	-2	-11	-1.0
CN(C(=O)C1C2CCCC1C2c1ccccc1)c1ccc(O)cc1 (stereo not given)	-0.1	-2	5	0.8
Cc1cc(C)cc(OCC(=O)NNC(=O)c2ccc(Cl)cc2)c1	0.0	-6	5	-0.3
COc1cccc(C2NC(=O)NC(C)=C2C(=O)OCCSC)c1 (stereo not given)	0.6	-1	-6	0.2
COC(=O)CN(C)S(=O)(=O)c1ccc(Br)cc1	0.1	-10	3	-0.3

One compound at a time (already shown). Order of screens: FBW7 activator	MITF primary	TEAD-YAP inh	GPR151 activ
COc1ccc(NC(=O)c2ccc(S(=O)(=O)N3CCc4ccccc43)cc2)c([N+](=O)[O-])c1 is entered as -0.4	12	14	1.8
O=[N+]([O-])c1ccccc1N1CCN(S(=O)(=O)Cc2ccccc2)CC1 is entered as 0.0	2	18	-0.5
COc1cccc(C2NC(=O)NC(C)=C2C(=O)OCCSC)c1 (stereo not given) is entered as 0.6	-1	-6	0.2

The list continues.
SMILES	FBW7 activator	MITF primary	TEAD-YAP inh	GPR151 activ
N#Cc1ccc(Cn2nc(-c3ccoc3)oc2=O)cc1	-0.2	-4	9	-0.3
Cc1ccc(OCCN(C)C(=O)CCc2nnc(-c3ccc(C)s3)o2)cc1	0.0	7	-30	-0.4
CC(=O)c1ccc(NC(=O)c2cccc([N+](=O)[O-])c2)cc1	0.9	23	-4	-2.1
N#Cc1cccc(-n2nnnc2-c2ccc3c(c2)OCO3)c1	0.2	12	-2	-0.5
COCCn1cnc2sc(C(=O)N(C)Cc3ccccc3)c(C)c2c1=O	0.1	3	6	0.7
CCc1ccc(C2(O)C[n+]3ccccc3N2c2ccccc2)cc1 (stereo not given)	0.0	2	4	3.1
C=C1C2(C(=O)NCc3ccc(C)cc3)CCC(C2)C1(C)C (stereo not given)	0.0	10	4	0.0
O=C(Nc1ccc(Cl)cc1)Nc1ccc(S(=O)(=O)N2CCc3ccccc32)cc1	0.2	9	8	0.2
Cc1ccc(NC(=O)Cn2cnc3sc(C(=O)Nc4ccc(F)c(Cl)c4)c(C)c3c2=O)cc1Cl	0.0	2	-1	-1.1
CCOC(=O)c1c(NC(=O)C(C)C)sc2c1CCC2	-0.2	-6	14	0.6

High-throughput results as filed in PubChem BioAssay.
